MITF inh = blocks human microphthalmia-associated transcription factor; inhibition, % at 2.6 µM; AlphaScreen MITF homodimerization, bead proximity signal; AID 1259374; O75030; 0.91% of 650,000 active; in the data active = inhibition above about 50%;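 note: 0% = vehicle wells with protein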
Target sequence (O75030 whole entry, looked up): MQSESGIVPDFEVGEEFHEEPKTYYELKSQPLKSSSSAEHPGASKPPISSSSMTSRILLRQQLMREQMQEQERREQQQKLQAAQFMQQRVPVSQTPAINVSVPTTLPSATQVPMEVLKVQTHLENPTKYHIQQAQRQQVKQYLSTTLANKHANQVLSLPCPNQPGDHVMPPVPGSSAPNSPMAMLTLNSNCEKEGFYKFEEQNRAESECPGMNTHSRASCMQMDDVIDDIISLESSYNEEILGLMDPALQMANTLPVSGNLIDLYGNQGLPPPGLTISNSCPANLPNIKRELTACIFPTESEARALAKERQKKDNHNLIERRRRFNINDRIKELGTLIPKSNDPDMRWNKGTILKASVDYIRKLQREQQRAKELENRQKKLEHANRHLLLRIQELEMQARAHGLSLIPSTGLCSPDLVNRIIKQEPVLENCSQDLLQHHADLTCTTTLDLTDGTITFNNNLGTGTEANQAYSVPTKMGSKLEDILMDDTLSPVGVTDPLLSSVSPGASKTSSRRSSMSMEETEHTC
GPR151 activ = activates the human receptor GPR151; Q8TDV0; PathHunter beta-arrestin GPR151 cells, luminescence; activation, % at 11.2 µM; 1% of 650,000 active; in the data active = activation above about 4.9%;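 note: 0% = median of compound wells and 100% = cells with positive control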
Target sequence (Q8TDV0 whole entry, looked up): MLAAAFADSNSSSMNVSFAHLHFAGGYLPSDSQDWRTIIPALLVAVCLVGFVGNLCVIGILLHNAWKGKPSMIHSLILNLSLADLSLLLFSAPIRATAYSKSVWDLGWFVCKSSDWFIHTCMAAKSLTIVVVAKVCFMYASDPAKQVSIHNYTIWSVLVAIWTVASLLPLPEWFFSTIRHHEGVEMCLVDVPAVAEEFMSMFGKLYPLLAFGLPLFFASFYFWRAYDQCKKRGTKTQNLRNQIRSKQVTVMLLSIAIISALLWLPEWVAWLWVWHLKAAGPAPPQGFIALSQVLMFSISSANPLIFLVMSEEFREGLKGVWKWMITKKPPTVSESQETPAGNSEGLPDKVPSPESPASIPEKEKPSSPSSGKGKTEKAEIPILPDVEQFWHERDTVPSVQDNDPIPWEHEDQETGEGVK
FBW7 activator = activators of human E3 ligase FBW7; Q969H0; AlphaScreen FBW7–phospho-cyclin E peptide binding, activator screen; normalized activity (activation), % at 26.1 µM; 0.13% of 650,000 active; AID 1259310; in the data active = normalized activity above about 1.9%;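 note: purified mutant Fbw7 with reduced substrate affinity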
TEAD-YAP block = TEAD-YAP interaction inhibition. AID 1259422. 1.4% of 640,000 active. HEK-TIYL cells, TEAD-Gal4/YAP UAS-luciferase luminescence. inhibition, % at 9.12 µM; in the data active = inhibition above about 32%;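 note: 0% = median of test compound wells and 100% = reference inhibitor wells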
Numbers without * were called inactive.

SMILES	MITF inh	GPR151 activ	FBW7 activator	TEAD-YAP block
Cc1cc(/C=C2/C(=N)N3C=CSC3=NC2=O)c(C)n1-c1ccccc1	5	-1.6	0.0	88*
CN1CCN(NC2CCc3ccccc3C2)CC1 (centres undefined)	-1	3.7	-0.1	3
CC(C)(C)NC(=O)CCN1C(=O)/C(=C/c2ccccc2F)SC1=S	4	0.7	0.3	0
Cc1cc(Br)c2c(c1)C(O)(CC(=O)c1ccco1)C(=O)N2C (centres undefined)	18	-1.0	-0.1	16
Nc1nnc(SCC(=O)Nc2ccccc2C(=O)Nc2ccc3c(c2)OCO3)s1	4	0.2	0.1	-24
C=Cc1ccc(CSc2cc(C)nc3nc(C)nn23)cc1	20	-0.2	-0.1	6
CCOc1nc(C)ccc1-c1noc(-c2ccc(C)cc2)n1	-3	1.3	-0.1	-22
COCCNc1oc(-c2cccc(Cl)c2)nc1C#N	-7	-0.1	-0.1	-42
C=CCc1cc(/C=C2/SC(=O)N(CC)C2=O)cc(OCC)c1O	-18	-1.5	0.1	-5
COc1cc(C(=O)Nc2ccc(Cl)cc2)c(Br)c(OC)c1OC	-2	1.8	-0.2	2
C/C(=N\NC(=O)c1cnccn1)c1cccc(Br)c1	5	1.3	-0.1	-34
O=C(c1csc2c1CCCC2)N1CCC(O)(c2ccccn2)CC1	-1	-0.1	0.1	8

Just TEAD-YAP block, GPR151 activ and FBW7 activator, for 7 of the compounds above:
molecule | TEAD-YAP block | GPR151 activ | FBW7 activator
Cc1cc(Br)c2c(c1)C(O)(CC(=O)c1ccco1)C(=O)N2C (centres undefined) | 16 | -1.0 | -0.1
Nc1nnc(SCC(=O)Nc2ccccc2C(=O)Nc2ccc3c(c2)OCO3)s1 | -24 | 0.2 | 0.1
C=Cc1ccc(CSc2cc(C)nc3nc(C)nn23)cc1 | 6 | -0.2 | -0.1
CCOc1nc(C)ccc1-c1noc(-c2ccc(C)cc2)n1 | -22 | 1.3 | -0.1
COCCNc1oc(-c2cccc(Cl)c2)nc1C#N | -42 | -0.1 | -0.1
C=CCc1cc(/C=C2/SC(=O)N(CC)C2=O)cc(OCC)c1O | -5 | -1.5 | 0.1
COc1cc(C(=O)Nc2ccc(Cl)cc2)c(Br)c(OC)c1OC | 2 | 1.8 | -0.2

(continued)
SMILES	MITF inh	GPR151 activ	FBW7 activator	TEAD-YAP block
C#CCOc1ccc2ccccc2c1/C=N/N1C(=O)C2C3C=CC(C3)C2C1=O (centres undefined)	9	-0.4	0.0	-6
CC1CN(CC(=O)NCCSc2nccn2C)Cc2cc(Cl)ccc2O1 (centres undefined)	13	-0.1	0.2	-5
O=C(O)COc1ccccc1/C=N/NC(=O)c1cc(-c2ccccc2)n[nH]1	-9	-0.6	0.1	2
O=C(Nc1ccccc1)c1ccc(S(=O)(=O)Nc2ccccc2)cc1	7	-0.3	0.0	3
CCOC(=O)c1nn2c(C(F)(F)F)cc(-c3cccs3)nc2c1Cl	17	-0.9	0.3	-15
CCOC(=O)C1=C(C)NC(=O)NC1c1ccc(-c2ccccc2[N+](=O)[O-])o1 (centres undefined)	9	-1.4	0.1	2
C=CCSc1[nH]c(=O)c(C(=O)OCC)cc1C(N)=O	18	-0.6	0.2	7
Cc1ccc(S(=O)(=O)N2CCN3C(=O)[C@H]([C@@H](C)O)NC(=O)[C@H]3C2)cc1	6	-1.1	1.0	-2
Cc1ccc(C2C3=C(COC3=O)Nc3c2c(=O)n(C)c(=O)n3C)cc1 (centres undefined)	12	-0.2	0.2	8
CSCCC(NC(=O)c1ccc(Cl)c([N+](=O)[O-])c1)C(=O)Nc1cccc(Cl)c1 (centres undefined)	1	1.3	0.0	4
COC(=O)c1cc(OC)c(NC(=S)NC(=O)c2ccc(F)cc2)cc1Cl	11	0.3	0.0	5
CCn1c(=O)c2sccc2n2c(CCCC(=O)NCCC3=CCCCC3)nnc12	-3	1.4	0.1	2

The closing two compounds of the section above open the next one:
SMILES	MITF inh	GPR151 activ	FBW7 activator	TEAD-YAP block
COC(=O)c1cc(OC)c(NC(=S)NC(=O)c2ccc(F)cc2)cc1Cl	11	0.3	0.0	5
CCn1c(=O)c2sccc2n2c(CCCC(=O)NCCC3=CCCCC3)nnc12	-3	1.4	0.1	2
O=C(NC1CCN(C(=O)NCc2ccccc2)CC1)c1ccccc1F	5	-0.4	0.0	6
O=C1CN(C(=O)CSc2ncccc2-c2nc3ccccc3[nH]2)c2ccccc2N1	-10	3.1	-0.5	12
COCCSc1ccccc1C(=O)Nc1nnc(CCc2ccccc2)s1	-3	-0.4	-0.1	5
Cn1c(C2CCCC2)n[nH]c1=S	-3	-0.5	0.0	-4
COc1cc(/C=N/NC(=O)c2ccc(Br)cc2)ccc1O	8	-1.0	-0.1	-16
COCC(=O)Nc1c(C(=O)Nc2ccc(F)c(Cl)c2)oc2ccccc12	10	-0.1	0.0	-9
O=C1c2ccc([N+](=O)[O-])cc2C(=O)N1c1ccc(-c2nc3ccccc3[nH]2)cc1	0	-4.2	-0.1	-18
CC(=O)Oc1ccc(C(=O)NCCC2=CCCCC2)cc1	-7	-0.6	0.2	-46
CC(C)N1CCc2c(sc(NC(=O)/C=C/c3cccs3)c2C(N)=O)C1	1	3.7	-0.2	-10
COc1ccc(/C=N/NC(=O)C(=O)NC2CCCCC2)cc1	10	-1.2	-0.1	0
CC1=NN(c2ccc(Cl)c(C(=O)O)c2)C(=O)/C1=C\c1ccc(N(C)C)cc1	18	-0.8	-0.1	12
CC(/C=N/NC(=O)C1CC1)c1ccccc1 (centres undefined)	12	1.0	0.3	-17
COc1cc(C)c(Cl)cc1S(=O)(=O)NCc1ccco1	4	2.6	0.1	4
CCOC(=O)N1CCC(Nc2c(N3CCC(Cc4ccccc4)CC3)c(=O)c2=O)CC1	-7	0.3	0.0	1
Cc1ccc(S(=O)(=O)Nc2cccc3ccc(-n4nc(C)cc4C)nc23)cc1	6	0.9	0.4	9
CCOC(=O)c1c(NC(=O)CSc2nnc(CNC(=O)c3ccc(OC)c(OC)c3)n2-c2ccc(OCC)cc2)sc2c1CCC2	8	-0.5	0.2	6
O=C(CCCn1c(=S)[nH]c2cc3c(cc2c1=O)OCO3)NCCc1ccccc1Cl	-9	0.2	0.0	-7
Cc1cc(NS(=O)(=O)c2ccc(NS(=O)(=O)c3ccc4ccccc4c3)cc2)no1	-5	-0.2	0.0	-9
Cc1ccc(OCCOc2ccccc2/C=N/n2cnnc2)cc1C	11	2.1	0.2	-21
CCC(=O)c1ccc(C(C)C)cc1NN1c2cc(C(C)C)ccc2C(=O)C1(C)OC (centres undefined)	-14	0.5	-0.3	5
CCOC(=O)CSc1nc2c(sc(=S)n2-c2ccc(CC)cc2)c(=O)n1-c1ccccc1C	13	-0.8	0.1	4
CCN(CC)CCCN(Cc1ccco1)C(=S)Nc1c(C)cc(C)cc1C	-7	1.1	-0.1	8
CC1CCN(C(=O)c2ccc(NC(=O)c3cccc([N+](=O)[O-])c3)cc2)CC1	3	-0.6	-0.2	16
CCOC(=O)Cc1ccc(N(Cc2ccccc2)S(=O)(=O)c2cc(C)ccc2C)cc1	12	-0.9	1.3	12
O=C1[C@@H]2C[C@@H](O)CN2C(=O)[C@H]2CN(Cc3cnn(-c4ccccc4)c3)CCN12	-8	-0.5	0.1	-10
O=C(O)CCCCCNS(=O)(=O)c1ccc(Cl)c(C(F)(F)F)c1	4	-0.2	0.0	3
CCOC(=O)/C(CC)=C(\C)NCCN/C(C)=C(\CC)C(=O)OCC	1	1.7	-0.2	8
CCCC(=O)N1CCN(S(=O)(=O)c2ccc(OC)cc2)CC1	-9	2.1	-0.1	-2
CC1CN(C(=O)Nc2ccc3snnc3c2)c2ccccc21 (centres undefined)	12	-1.0	0.2	3
COc1cc(CN2CCc3nnc(C4CCCO4)n3CC2)cc(OC)c1 (centres undefined)	-4	0.3	0.0	6
Cc1ccc(S(=O)(=O)n2c(SCc3ccccc3F)nc3ccccc32)cc1	11	0.9	0.0	-16
Nc1ccc(C(=O)OCC(=O)c2ccc(Br)cc2)c(O)c1	14	-1.0	0.1	-3
Cc1ccc(NC(=O)Nc2cccs2)c(C)c1	0	-0.4	0.9	-14
COc1ccccc1C(=O)NCc1nnc(SCC(=O)N2N=C(c3cccs3)CC2c2ccc(F)cc2)n1Cc1ccccc1 (centres undefined)	3	1.5	-0.1	21
COc1ccc(S(=O)(=O)N2CCCC2C(=O)Nc2ccc(C)cc2C)cc1 (centres undefined)	10	0.6	0.2	-5
COC(=O)c1ccccc1NC(=O)CCN1C(=O)c2ccccc2C1=O	5	0.5	0.6	5
CCOC(=O)c1ccc(NC(=O)CC2OCCN(CC)C2=O)cc1 (centres undefined)	15	-0.9	0.5	3
CCN(CC)c1ccc(NC(=O)COc2cc(C)c(Cl)c(C)c2)cc1	-5	-0.8	-0.1	0
CC(=O)c1ccc(OCc2cc(C(=O)NC3CCCCC3)no2)cc1	15	-1.0	0.4	-68
COc1ccc(C(=O)NNC(=O)Nc2ccc(Cl)c(Cl)c2)c(OC)c1	-3	-1.0	-0.1	-2
O=C1CSC(c2cccnc2)N1c1ccc(F)cc1 (centres undefined)	19	-1.1	0.0	5
Cc1nnc(CNC(=O)c2cc3ccccc3[nH]2)o1	12	-0.3	0.8	-3
Cc1cccc(C)c1OS(=O)(=O)CCN1C(=O)NC2(CCC(C)CC2)C1=O (centres undefined)	-4	-2.5	0.2	2
Cc1ccccc1C(=O)N1CCN(c2nc(-c3ccc(F)cc3)cs2)CC1	7	-0.7	0.6	-7
Cc1ccc(OCCCn2ccnc2)c(Br)c1	23	-1.4	-0.1	-2
Cc1cc(=O)[nH]c(CN2CC(C)CC(C)C2)n1 (centres undefined)	-3	2.2	0.0	-14
CCN(CC)CCN1CCN(c2ccc3c(c2)CCC3)C1=O	5	-0.9	-0.1	-15
CCOc1ccc(S(=O)(=O)N(CC)CC)cc1-c1nc2c(C(C)(C)C)nn(C)c2c(=O)[nH]1	-1	-0.9	0.1	0
O=C(N/N=C/c1cc(Cl)ccc1O)c1cccs1	40	-0.2	-0.6	55*
CCCc1[nH]n(-c2ccc(F)cc2)c(=O)c1C=NCCN1CCN(C(C)=O)CC1	0	0.1	-0.1	0
CN1CCN(C(=O)c2cccc(S(=O)(=O)N3CCOCC3)c2)CC1	2	-0.4	-0.1	3
CCOc1cc(C2C(C(=O)OC3CCCCC3)=C(C)NC3=C2C(=O)CC(c2ccc(OC)cc2)C3)cc(Br)c1O (centres undefined)	7	-0.3	1.4	-4
N/C(=N\c1nc2c(c(=O)[nH]1)CCC2)Nc1cccc(Cl)c1	2	1.0	0.1	-3
CN(CCc1ccccc1)C1CCCN(C(=O)CCc2cnn(C)c2)C1 (centres undefined)	9	0.8	0.2	3
Cc1ncsc1CCOC(=O)c1ccc(N2CCCCC2)c([N+](=O)[O-])c1	14	0.4	-0.4	-4
CC(Oc1ccccc1)C(=O)NC12CC3CC(CC(C3)C1)C2 (centres undefined)	-4	3.4	0.0	7
O=C(NCc1ccccn1)C(Cc1ccccc1)N1Cc2ccccc2C1=O (centres undefined)	7	0.1	-0.9	-9
CCOC(=O)C1(Cc2cccc(OC)c2)CCN(C(C)CC(C)(C)O)CC1 (centres undefined)	3	0.0	0.1	-5
COC(=O)C1=C(C)NC2=C(C(=O)CC(C)(C)C2)C1c1cccc(Oc2ccccc2)c1 (centres undefined)	2	1.1	0.0	-6
Cc1nc(C(N)=O)c2[nH]c(=O)n(-c3ccccc3Cl)c2n1	-3	-1.6	-0.1	-14

Quoted from the entries so far, four compounds:
SMILES	MITF inh	GPR151 activ	FBW7 activator	TEAD-YAP block
O=C(NCc1ccccn1)C(Cc1ccccc1)N1Cc2ccccc2C1=O (centres undefined)	7	0.1	-0.9	-9
CCOC(=O)C1(Cc2cccc(OC)c2)CCN(C(C)CC(C)(C)O)CC1 (centres undefined)	3	0.0	0.1	-5
COC(=O)C1=C(C)NC2=C(C(=O)CC(C)(C)C2)C1c1cccc(Oc2ccccc2)c1 (centres undefined)	2	1.1	0.0	-6
Cc1nc(C(N)=O)c2[nH]c(=O)n(-c3ccccc3Cl)c2n1	-3	-1.6	-0.1	-14

Remaining list, next part.
SMILES	MITF inh	GPR151 activ	FBW7 activator	TEAD-YAP block
COc1ccc(/C=C(\C#N)c2nc3ccccc3s2)cc1[N+](=O)[O-]	-6	-0.8	0.2	-3
CCC(=O)Nc1cc(C)c(NC(=O)C2CCCCC2)cn1	-2	0.2	-0.1	-5
CC(C)(C)C(=O)CSc1nc2ccccc2c(=O)n1Cc1ccc2c(c1)OCO2	2	1.2	-0.1	-9
CCN(CCO)Cc1c(C(=O)N2CCc3ccccc3C2)nc2ccc(Cl)cn12	-9	0.2	0.1	3
O=C(CSc1nc2ccc([N+](=O)[O-])cc2s1)N1CCCC1	21	1.8	0.1	-2
CCOC(=O)c1ccccc1NS(=O)(=O)c1ccccc1[N+](=O)[O-]	5	-0.1	0.2	-3
Cc1cc(Cl)c(OCCCN2CCOCC2)c(Br)c1	28	-0.8	0.0	-7
CN(C)/C=C1\CCCCN2C(=O)/C(=C\c3ccc(Cl)cc3)N=C12	5	-1.3	0.0	-10
Cc1ccc(OCCCCNC(C)(C)C)cc1C	1	2.6	-0.1	6
CCN1CCN(C(=O)/C=C/c2ccc([N+](=O)[O-])cc2)CC1	13	-0.3	-0.3	2
COc1ccc(C(=O)Oc2ccccc2[N+](=O)[O-])cc1Br	3	1.2	-0.1	0

Screening data: PubChem BioAssay, The Scripps Research Institute Molecular Screening Center
